PfG6PD inh: PfG6PD (Plasmodium falciparum) enzyme inhibition | inhibition, % at 20 µM | PfGluPho enzyme, NADPH resazurin-diaphorase fluorescence | 0.78% of 350,000 active;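 active means inhibition reaching at least a set limit at 20 µM in the primary screen, cut at about 59% in these data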;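 further: 0% = DMSO wells with substrate and 100% = DMSO wells lacking glucose-6-phosphate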
SENP8 block-1: blocks the human protease SENP8; purified SENP8, Z-RLRGG-aminoluciferin cleavage, luminescence; 1.2% of 330,000 active; Q96LD8; inhibition, % at 10 µM; AID 2540; in the data active means inhibition above about 50%
Target sequence (Q96LD8 whole entry, looked up): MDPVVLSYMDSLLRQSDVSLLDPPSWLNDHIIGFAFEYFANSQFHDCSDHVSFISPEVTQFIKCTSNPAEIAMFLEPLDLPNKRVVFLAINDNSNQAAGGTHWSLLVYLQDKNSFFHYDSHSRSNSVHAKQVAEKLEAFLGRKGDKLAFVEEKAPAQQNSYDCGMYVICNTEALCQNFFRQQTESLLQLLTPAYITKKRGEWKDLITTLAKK
SENP1 inh: SENP1 (human) catalytic domain inhibition. recombinant SENP1 catalytic domain, CyPet-SUMO1-YPet FRET cleavage. inhibition, % at 10 µM. 0.21% of 360,000 active;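 active means inhibition at least 30% at 10 µM, raw YFP signal under a set limit, fluorescence ratio 0.5 to 1.5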;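 further: 0% = enzyme with DMSO and 100% = no enzyme wells; some results filed as inactive read as strong as hits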
Target sequence (Q9P0U3 419-644 limits assumed): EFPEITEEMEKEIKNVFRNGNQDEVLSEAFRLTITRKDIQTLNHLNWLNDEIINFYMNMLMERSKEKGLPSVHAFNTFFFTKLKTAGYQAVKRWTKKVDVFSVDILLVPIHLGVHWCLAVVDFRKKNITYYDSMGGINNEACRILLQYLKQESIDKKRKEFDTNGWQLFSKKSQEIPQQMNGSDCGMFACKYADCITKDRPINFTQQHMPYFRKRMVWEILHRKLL
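Assay system – human recombinant His6-tagged SENP1 catalytic domain enzyme · Input – SENP1 enzyme, 20 pM final · Buffer or medium – Tris pH 8 buffer plus EDTA, NaCl, BME, BSA, NP40, catalase · Schedule – 50 min reaction at room temperature · Technique – FRET read of cyan and yellow fluorescence · Control set – no-enzyme wells low, DMSO-plus-enzyme wells high control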
Apaf1 inhib: human Apaf-1 inhibition; O14727; reconstituted apoptosome caspase-3 activity, DEVD-Rh110 fluorescence; inhibition, % at 20 µM; 0.71% of 330,000 active; active means inhibition of at least 40% at 20 µM;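 further: plate controls were DMSO wells for no effect and DEVD-CHO caspase inhibitor wells for full effect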
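Assay system: Apoptosome proteins | Medium: pH 7.5 Hepes buffer with CHAPS, BSA, DTT | Also added: Cytochrome c and DEVD-Rh110 substrate | Times: 30 min plus 50 min, RT | Detection: Rhodamine 110 fluorescence at Ex 480/Em 540 nm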
SENP8 block-2: SENP8 (human) protease inhibition; recombinant SENP8, Nedd8 substrate fluorescence; inhibition, % at 20 µM; 0.64% of 360,000 active; AID 602440; in the data active means inhibition mostly above about 40%, no sharp cut-off; inactive means mostly below about 27%
HKDC1 inh: HKDC1 (human) hexokinase inhibition; recombinant HKDC1, G6PDH/diaphorase resazurin coupled fluorescence; inhibition, % at 20 µM; 0.16% of 340,000 active; AID 493160;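 active means inhibition above about 35% when tested at 20 µM, limit read from the data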;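 further: plate controls were DMSO wells with enzyme for no effect and DMSO wells lacking enzyme for full effect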
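Incubation: 90 min at room temperature in dark / Material: recombinant HKDC1 (HK5) hexokinase enzyme, produced in-house / Quantity: enzyme 5 µg/mL final / Compound: one dose of 20 µM, 1% DMSO / Reagent: glucose and ATP substrates / Buffer or medium: Tris pH 8.0 buffer with MgCl2, Tween-20, BSA, BME / Technique: resorufin fluorescence at 613 nm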
SENP7 block: SENP7 protease inhibition. inhibition, % at 5 µM. 1.5% of 330,000 active. recombinant SENP7, Z-RLRGG-aminoluciferin luminescence, 40 min. Q9BQF6;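 active means inhibition above about 50% at the single test dose, limit read from the data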;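 further: plate controls were DMSO with enzyme for no effect and no enzyme buffer wells for full effect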
Target sequence (Q9BQF6 706-1050 limits assumed): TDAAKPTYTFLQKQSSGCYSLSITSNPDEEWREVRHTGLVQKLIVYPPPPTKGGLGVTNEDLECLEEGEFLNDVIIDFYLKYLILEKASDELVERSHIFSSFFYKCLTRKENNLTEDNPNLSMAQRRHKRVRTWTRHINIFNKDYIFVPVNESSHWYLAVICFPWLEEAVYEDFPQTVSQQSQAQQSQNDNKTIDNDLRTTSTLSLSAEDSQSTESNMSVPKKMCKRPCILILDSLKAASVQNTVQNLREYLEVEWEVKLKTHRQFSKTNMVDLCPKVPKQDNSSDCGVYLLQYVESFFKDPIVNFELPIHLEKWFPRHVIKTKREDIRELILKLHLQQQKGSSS
SENP6 block: blocks the human protease SENP6; Q9GZR1; Recombinant SENP6 catalytic domain, aminoluciferin luminescence; inhibition, % at 10 µM; 1.8% of 330,000 active;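 active means inhibition above about 50% at the single tested dose, limit read from the data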;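 further: plate controls were DMSO wells with enzyme for no effect and DMSO wells lacking enzyme for full effect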
* hit, by the source's call.

Screening O=C(NC1(C(F)(F)F)NC(=O)N(Cc2cccnc2)C1=O)c1ccccc1 (stereo unspecified) returned PfG6PD inh -19, SENP8 block-1 4, SENP1 inh 1, Apaf1 inhib 1, SENP8 block-2 9, HKDC1 inh 5, SENP7 block 4 and SENP6 block 8.
For NC(=O)c1c(NC(=O)c2ccco2)sc2c1CCC2 the results were PfG6PD inh 21, SENP8 block-1 21, SENP1 inh -13, Apaf1 inhib -21, SENP8 block-2 -197, HKDC1 inh 13, SENP7 block -6 and SENP6 block 25.
For CCOc1ccc(N2CC(O)=C(c3ccccc3)C2=N)cc1 the results were PfG6PD inh 23, SENP8 block-1 4, SENP1 inh 0, Apaf1 inhib 1, SENP8 block-2 12, HKDC1 inh -11, SENP7 block -3 and SENP6 block -8.
For COc1cccc(CNC(=O)CCS(=O)(=O)c2cccc3nonc23)c1 the results were PfG6PD inh -21, SENP8 block-1 -1, SENP1 inh 1, Apaf1 inhib 8, SENP8 block-2 -60, HKDC1 inh 1, SENP7 block 6 and SENP6 block 7.
For O=C(O)C(Cc1ccccc1)Nc1ccc([N+](=O)[O-])cc1[N+](=O)[O-] (stereo unspecified) the results were PfG6PD inh 14, SENP8 block-1 -3, SENP1 inh 19, Apaf1 inhib 18, SENP8 block-2 -26, HKDC1 inh 6, SENP7 block -1 and SENP6 block 6.
For CC(=O)Nc1cccc(NC(=O)C(=O)Nc2ccc3c(c2)N(C(=O)C2CC2)CCC3)c1 the results were PfG6PD inh 22, SENP8 block-1 28, SENP1 inh -5, Apaf1 inhib 10, SENP8 block-2 -21, HKDC1 inh -2, SENP7 block 50* and SENP6 block 59*.
`COC(=O)Cn1cccc1C(=O)c1ccccc1` gave PfG6PD inh 4, SENP8 block-1 -3, SENP1 inh 3, Apaf1 inhib -22, SENP8 block-2 19, HKDC1 inh -9, SENP7 block -5 and SENP6 block -3.
Cc1cccc(C(=O)C2CCOC(C)(C)C2)c1 (stereo unspecified) was read as PfG6PD inh 6, SENP8 block-1 -6, SENP1 inh 0, Apaf1 inhib -4, SENP8 block-2 17, HKDC1 inh 5, SENP7 block 2 and SENP6 block -6.
Screening Cc1ccnc(NC(=O)C2CCN(S(=O)(=O)c3cccc4nsnc34)CC2)c1 returned PfG6PD inh 14, SENP8 block-1 -7, SENP1 inh 2, Apaf1 inhib 3, SENP8 block-2 19, HKDC1 inh -3, SENP7 block 3 and SENP6 block -21.
`COc1ccc(CCNC(=O)COc2cc(O)c3c(c2)OC(C)(C)CC3=O)cc1` gave PfG6PD inh -11, SENP8 block-1 -7, SENP1 inh 0, Apaf1 inhib -2, SENP8 block-2 -3, HKDC1 inh 2, SENP7 block 7 and SENP6 block -4.
Screening Cn1c(=O)oc2cc(S(=O)(=O)Nc3ccc(F)cc3)ccc21 returned PfG6PD inh -14, SENP8 block-1 -8, SENP1 inh 5, Apaf1 inhib 0, SENP8 block-2 8, HKDC1 inh -2, SENP7 block -2 and SENP6 block -5.
For CN(C)c1ccc(-c2cccc(C3CC=CC4C3C(=O)N(Cc3ccccc3)C4c3ccc4ccccc4c3)c2)cc1 (stereo unspecified) the results were PfG6PD inh -5, SENP8 block-1 4, SENP1 inh 2, Apaf1 inhib 16, SENP8 block-2 -349, HKDC1 inh -2, SENP7 block -8 and SENP6 block -19.
COc1cc(NC(=O)Cc2ccccc2)ccc1NC(=O)Cc1ccccc1 was read as PfG6PD inh -8, SENP8 block-1 -8, SENP1 inh 3, Apaf1 inhib -9, SENP8 block-2 3, HKDC1 inh -9, SENP7 block 11 and SENP6 block -13.
`CC12CCC(C/C1=N\N=C1\NC(=O)/C(=C\c3cccc(Br)c3)S1)C2(C)C` (stereo unspecified) gave PfG6PD inh 0, SENP8 block-1 -1, SENP1 inh 0, Apaf1 inhib 25, SENP8 block-2 38, HKDC1 inh 13, SENP7 block 7 and SENP6 block -10.
Screening Cc1ccccc1N(CC(=O)N/N=C/c1ccc(Cl)cc1)C(=O)c1ccccc1 returned PfG6PD inh 14, SENP8 block-1 -2, SENP1 inh -1, Apaf1 inhib 28, SENP8 block-2 -2, HKDC1 inh 3, SENP7 block -3 and SENP6 block -12.
COc1cccc(OC)c1C(=O)Nc1ccc(S(=O)(=O)Nc2ncccn2)cc1 was read as PfG6PD inh -6, SENP8 block-1 -7, SENP1 inh 2, Apaf1 inhib -4, SENP8 block-2 14, HKDC1 inh -8, SENP7 block -12 and SENP6 block -23.
Screening COC(=O)c1cc(C)ccc1OCc1ccc([N+](=O)[O-])cc1 returned PfG6PD inh -4, SENP8 block-1 1, SENP1 inh -6, Apaf1 inhib 17, SENP8 block-2 8, HKDC1 inh 2, SENP7 block 0 and SENP6 block 15.
`COc1cc(OC)cc(C(=O)Nc2cccc(NC(C)=O)c2)c1` gave PfG6PD inh 0, SENP8 block-1 -15, SENP1 inh 1, Apaf1 inhib 5, SENP8 block-2 13, HKDC1 inh -3, SENP7 block 10 and SENP6 block -18.
For O=C(c1ccco1)N1CCCC(N2CCN(c3cccc(C(F)(F)F)c3)CC2)C1 (stereo unspecified) the results were PfG6PD inh -7, SENP8 block-1 -2, SENP1 inh 1, Apaf1 inhib 1, SENP8 block-2 5, HKDC1 inh -3, SENP7 block 2 and SENP6 block 11.
`CN(C)/C=C(/C(=O)c1ccc(F)cc1)S(=O)(=O)c1ccc(F)cc1` gave PfG6PD inh 0, SENP8 block-1 4, SENP1 inh 2, Apaf1 inhib 2, SENP8 block-2 9, HKDC1 inh -3, SENP7 block 10 and SENP6 block 5.
CCN(c1ccccc1)S(=O)(=O)c1cc(C(=O)OC2CCOC2=O)ccc1C (stereo unspecified) was read as PfG6PD inh -9, SENP8 block-1 -11, SENP1 inh 0, Apaf1 inhib 10, SENP8 block-2 2, HKDC1 inh -6, SENP7 block -1 and SENP6 block -5.
For Cc1ccc(NC(=O)c2ccc(C(C)(C)C)cc2)cc1-n1cnnn1 the results were PfG6PD inh 9, SENP8 block-1 3, SENP1 inh 2, Apaf1 inhib 18, SENP8 block-2 -3, HKDC1 inh -4, SENP7 block -1 and SENP6 block 7.
`Cc1c(CN2CCC(CO)(Cc3cccc(C(F)(F)F)c3)CC2)c2ccccc2n1C` gave PfG6PD inh -11, SENP8 block-1 -1, SENP1 inh 3, Apaf1 inhib 2, SENP8 block-2 16, HKDC1 inh 16, SENP7 block 1 and SENP6 block -2.
For CCn1cnc2scc(-c3ccccc3)c2c1=O the results were PfG6PD inh 12, SENP8 block-1 8, SENP1 inh -1, Apaf1 inhib 4, SENP8 block-2 17, HKDC1 inh -2, SENP7 block 0 and SENP6 block 0.
`CNC(=O)/C(C#N)=C/c1ccc(-c2ccc(Cl)cc2)o1` gave PfG6PD inh -5, SENP8 block-1 -7, SENP1 inh -30, Apaf1 inhib 6, SENP8 block-2 -179, HKDC1 inh -11, SENP7 block 3 and SENP6 block -10.
`O=C(NCc1nc2ccccc2[nH]1)C1=C[C@@H](C2CCCCC2)C[C@@H](OCc2ccc(CO)cc2)O1` gave PfG6PD inh 3, SENP8 block-1 3, SENP1 inh -1, Apaf1 inhib 26, SENP8 block-2 -1, HKDC1 inh 3, SENP7 block -8 and SENP6 block 2.
`O=C(COc1ccccc1Cl)N1CCN(c2ccc(F)cc2)CC1` gave PfG6PD inh 7, SENP8 block-1 4, SENP1 inh 1, Apaf1 inhib 17, SENP8 block-2 19, HKDC1 inh -4, SENP7 block -1 and SENP6 block -4.
CCc1nc2nc(C)cc(Nc3cccc(C(F)(F)F)c3)n2n1 was read as PfG6PD inh 11, SENP8 block-1 4, SENP1 inh 1, Apaf1 inhib -7, SENP8 block-2 8, HKDC1 inh -2, SENP7 block -2 and SENP6 block -6.
For C=CCNC(=O)COC(=O)c1nc2nccc(C)n2n1 the results were PfG6PD inh -10, SENP8 block-1 1, SENP1 inh 0, Apaf1 inhib 1, SENP8 block-2 -3, HKDC1 inh -2, SENP7 block 8 and SENP6 block 0.
CCN(CC)C(=O)N1CCn2c(nc3ccccc32)C1 was read as PfG6PD inh -3, SENP8 block-1 1, SENP1 inh -3, Apaf1 inhib 24, SENP8 block-2 -30, HKDC1 inh -4, SENP7 block 9 and SENP6 block -11.
Screening Cc1ccc(OCC(=O)N2CCc3ccccc32)cc1 returned PfG6PD inh -14, SENP8 block-1 3, SENP1 inh -2, Apaf1 inhib 12, SENP8 block-2 5, HKDC1 inh -5, SENP7 block 25 and SENP6 block -23.
`Cc1cccc2cc(C#N)c(N3CCN(C)CC3)nc12` gave PfG6PD inh 7, SENP8 block-1 6, SENP1 inh -42, Apaf1 inhib -8, SENP8 block-2 -115, HKDC1 inh 2, SENP7 block -3 and SENP6 block 8.
`CCCSc1nc(NCc2ccco2)c2c3c(sc2n1)COC(C)(C)C3` gave PfG6PD inh 11, SENP8 block-1 5, SENP1 inh -22, Apaf1 inhib 20, SENP8 block-2 -224, HKDC1 inh 2, SENP7 block 0 and SENP6 block 1.
For Cc1nnsc1Sc1ccccc1 the results were PfG6PD inh 12, SENP8 block-1 1, SENP1 inh 0, Apaf1 inhib 0, SENP8 block-2 15, HKDC1 inh -6, SENP7 block -4 and SENP6 block -26.
Screening CCc1ccc(N=c2c([N+](=O)[O-])nn(-c3ccc4c(c3)OCCO4)n2O)cc1 returned PfG6PD inh 11, SENP8 block-1 3, SENP1 inh 1, Apaf1 inhib 23, SENP8 block-2 2, HKDC1 inh -5, SENP7 block -9 and SENP6 block 2.
COC(=O)[C@H](CC(C)C)NC(=O)N1CCCCC1C (stereo partly specified) was read as PfG6PD inh -3, SENP8 block-1 0, SENP1 inh 1, Apaf1 inhib -24, SENP8 block-2 20, HKDC1 inh -3, SENP7 block 2 and SENP6 block -10.
CCOC(=O)c1cnc2ccc(C(=O)OC)cc2c1Nc1cccc(C(=O)O)c1 was read as PfG6PD inh 19, SENP8 block-1 -1, SENP1 inh -2, Apaf1 inhib -7, SENP8 block-2 10, HKDC1 inh -1, SENP7 block 2 and SENP6 block 4.

Filtered by structure: the entries above with an aryl methoxy group
For COc1cccc(CNC(=O)CCS(=O)(=O)c2cccc3nonc23)c1 the results were PfG6PD inh -21, SENP8 block-1 -1, SENP1 inh 1, Apaf1 inhib 8, SENP8 block-2 -60, HKDC1 inh 1, SENP7 block 6 and SENP6 block 7.
`COc1ccc(CCNC(=O)COc2cc(O)c3c(c2)OC(C)(C)CC3=O)cc1` gave PfG6PD inh -11, SENP8 block-1 -7, SENP1 inh 0, Apaf1 inhib -2, SENP8 block-2 -3, HKDC1 inh 2, SENP7 block 7 and SENP6 block -4.
COc1cc(NC(=O)Cc2ccccc2)ccc1NC(=O)Cc1ccccc1 was read as PfG6PD inh -8, SENP8 block-1 -8, SENP1 inh 3, Apaf1 inhib -9, SENP8 block-2 3, HKDC1 inh -9, SENP7 block 11 and SENP6 block -13.
COc1cccc(OC)c1C(=O)Nc1ccc(S(=O)(=O)Nc2ncccn2)cc1 was read as PfG6PD inh -6, SENP8 block-1 -7, SENP1 inh 2, Apaf1 inhib -4, SENP8 block-2 14, HKDC1 inh -8, SENP7 block -12 and SENP6 block -23.
`COc1cc(OC)cc(C(=O)Nc2cccc(NC(C)=O)c2)c1` gave PfG6PD inh 0, SENP8 block-1 -15, SENP1 inh 1, Apaf1 inhib 5, SENP8 block-2 13, HKDC1 inh -3, SENP7 block 10 and SENP6 block -18.

Compound activity: PubChem, Sanford-Burnham Center for Chemical Genomics
